# CHO-K1 Ca ag: counter-screen for M1 agonists: effect in parental CHO-K1 cells; Fluo-8 calcium fluorescence; scaled to maximal ATP response, vehicle zero; activation, % at 3 µM; actives 0.48% (n = 360,000); in the data active = activation above about 15%;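 note: untransfected CHO-K1 host cells lacking M1 receptor as counterscreen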
# M4 PAM: positive allosteric modulators of human muscarinic M4 receptor; CHO-K1 hM4/Gqi5, Fluo-8 calcium fluorescence, ACh EC20; 0% = ACh EC20, 100% = maximal ACh; activation, % at 3 µM; actives 0.4% (n = 360,000); AID 624126;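 active = activation above its plate's cutoff, the mean activation of sample wells plus 3 SD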; note: some results filed as inactive read as strong as hits
# Target sequence (P08173 whole entry, looked up): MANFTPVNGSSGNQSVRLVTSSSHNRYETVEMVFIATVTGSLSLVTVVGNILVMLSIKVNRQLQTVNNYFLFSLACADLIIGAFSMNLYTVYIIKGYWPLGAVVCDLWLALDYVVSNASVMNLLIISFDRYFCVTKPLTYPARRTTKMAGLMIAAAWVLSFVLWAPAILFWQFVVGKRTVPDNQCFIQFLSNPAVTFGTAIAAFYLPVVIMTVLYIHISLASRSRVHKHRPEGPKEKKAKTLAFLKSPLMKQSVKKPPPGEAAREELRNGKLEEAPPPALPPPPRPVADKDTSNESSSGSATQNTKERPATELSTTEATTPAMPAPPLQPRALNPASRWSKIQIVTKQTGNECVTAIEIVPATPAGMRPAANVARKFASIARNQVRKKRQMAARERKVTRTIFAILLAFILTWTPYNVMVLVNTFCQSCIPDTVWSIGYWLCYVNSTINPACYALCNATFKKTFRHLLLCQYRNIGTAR
# CHRM4 agonist: agonists of human muscarinic M4 receptor (CHRM4). P08173. CHO-K1 hM4/Gqi5, Fluo-8 calcium fluorescence; vehicle 0%, full acetylcholine response 100%. activation, % at 3 µM. actives 0.14% (n = 360,000);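 active = activation above the run mean over all test wells plus 3 SD, cut at about 32% in these data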;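 note: peak over basal fluorescence ratio per well then scaled between controls; 0% = DMSO wells and 100% = acetylcholine at EC100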
# CHO-K1 Ca antag: nonselective inhibitor or artifact in parental CHO-K1 cells. ATP-induced calcium, Fluo-8 fluorescence. inhibition, % at 3 µM. actives 0.6% (n = 360,000). AID 602250;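 active = inhibition above a per-plate cutoff, the plate's mean sample inhibition plus 3 SD, cut at about 24% in these data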;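 note: 0% = DMSO plus EC80 ATP and 100% = DMSO alone without ATP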
# M5 antag: CHRM5 antagonism in calcium assay. P08912. AID 624040. inhibition, % at 3 µM. actives 0.59% (n = 360,000). CHO-hM5 cells, Fluo-8 calcium fluorescence, ACh EC80;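 active = inhibition above a per-plate cutoff, the mean of that plate's test compounds plus 3 SD, cut at about 27% in these data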;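 note: 0% = acetylcholine EC80 with DMSO and 100% = DMSO without agonist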
# Target sequence (P08912 whole entry, looked up): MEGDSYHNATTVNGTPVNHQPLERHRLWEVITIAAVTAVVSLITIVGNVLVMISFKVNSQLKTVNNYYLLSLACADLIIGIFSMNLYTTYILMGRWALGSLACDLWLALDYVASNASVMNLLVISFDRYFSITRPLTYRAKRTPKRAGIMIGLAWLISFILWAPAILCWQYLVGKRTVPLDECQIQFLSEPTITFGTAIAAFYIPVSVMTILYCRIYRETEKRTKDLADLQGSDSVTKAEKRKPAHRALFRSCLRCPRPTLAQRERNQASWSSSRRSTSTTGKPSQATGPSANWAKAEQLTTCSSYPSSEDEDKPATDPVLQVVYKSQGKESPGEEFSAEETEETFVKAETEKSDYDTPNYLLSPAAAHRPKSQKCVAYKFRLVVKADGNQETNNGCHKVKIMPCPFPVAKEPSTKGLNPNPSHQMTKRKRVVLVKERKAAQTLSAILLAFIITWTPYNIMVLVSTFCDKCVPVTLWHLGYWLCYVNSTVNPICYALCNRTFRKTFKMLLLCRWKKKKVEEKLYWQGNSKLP
# M4 antag: antagonists of human muscarinic M4 receptor (CHRM4); P08173; CHO-hM4 cells, ACh EC80, Fluo-8 calcium fluorescence; inhibition, % at 3 µM; actives 0.73% (n = 360,000); AID 624125;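 active = inhibition above its plate's cutoff, the mean inhibition of sample wells plus 3 SD, cut at about 27% in these data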;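 note: 0% = acetylcholine EC80 with DMSO and 100% = DMSO without agonist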
# CHRM5 agonist: agonists of human muscarinic M5 receptor (CHRM5); P08912; CHO-K1 hM5 cells, Fluo-8 calcium fluorescence; 0% DMSO wells, 100% maximal acetylcholine response; activation, % at 3 µM; actives 0.19% (n = 360,000); AID 624037;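 active = activation above the run's mean over test compounds plus 3 SD, cut at about 23% in these data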;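 note: signal is peak over basal fluorescence ratio across the kinetic read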
# M5 PAM: potentiates acetylcholine response at human M5 receptor | P08912 | activation, % at 3 µM | CHO-K1 hM5, Fluo-8 calcium, ACh EC20 PAM; 0% = ACh EC20, 100% = ACh EC100 | actives 0.3% (n = 360,000);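 active = activation above the run cutoff, the mean activation of all test compounds plus 3 SD, cut at about 18% in these data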
#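 Measured by: Fluo-8 calcium fluorescence; material: human M5 receptor in CHO-K1 cells; schedule: Post-acetylcholine fluorescence recording 140 s; benchmarks: low control EC20 acetylcholine (0%), high control EC100 acetylcholine (100%); read-out: Max/basal fluorescence ratio as % of EC20–EC100 ACh window; compound: single dose, 3 µM nominal final test concentration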
# CHO-K1 Ca PAM: counter-screen for M1 PAMs: effect in parental CHO-K1 cells. activation, % at 3 µM. actives 0.02% (n = 360,000). ATP EC20, Fluo-8 calcium fluorescence; 0% at ATP EC20, 100% at ATP max;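 active = activation above the run cutoff, the mean activation of all test compounds plus 3 SD, cut at about 40% in these data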;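 note: peak over basal fluorescence ratio in a 140 s read after ATP addition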
# Numbers without * were called inactive.
SMILES	M5 antag	CHO-K1 Ca PAM	M5 PAM	CHO-K1 Ca antag	CHRM5 agonist	M4 PAM	CHO-K1 Ca ag	M4 antag	CHRM4 agonist
O=C(NCc1ccccn1)C1CC(c2ccc(F)cc2)=NO1 (configuration not stated)	1.3	7.4	5.4	-16.9	-2.2	-3.7	0.5	5.9	0.4
CCc1nnc(NC(=O)[C@@H](NC(=O)c2cccc(S(=O)(=O)N3CCOCC3)c2)C(C)C)s1	-0.3	7.9	5.4	-2.3	-4.5	-6.2	-0.1	3.2	-0.3
CN(Cc1ccccc1)S(=O)(=O)c1ccc(N2CCOCC2)nc1	3.5	18.3	-9.9	-11.8	0.0	-15.6	7.6	-8.1	9.3
CC(=O)Cc1ccccc1OCC(=O)O	-1.6	-8.3	6.2	12.5	-0.1	8.0	0.1	0.7	1.0
COc1ccc(OC)c(NC(=O)COC(=O)c2cc3c(s2)CCC3)c1	10.1	19.9	-10.3	-1.6	-7.7	-2.5	0.9	-8.1	2.2
O=C(Nc1ccc(Cl)cc1)C1CCCCN1S(=O)(=O)c1ccccc1 (configuration not stated)	11.7	-25.3	-20.7	7.6	-1.7	-6.0	2.7	5.0	10.8
COc1ccc(CNS(=O)(=O)c2cc3c(cc2C)N(C)CCO3)cc1	6.1	-0.2	-2.5	16.3	3.4	12.1	0.4	-6.8	2.4
CN1C(=O)C(C)(C)c2cc(S(=O)(=O)N3CCC(C(=O)Nc4ccc(Cl)cc4)CC3)ccc21	-6.5	5.1	-6.2	-2.6	-0.5	1.2	-0.2	-15.9	2.3
CCCCn1c(N)c(N(CCC(C)C)C(=O)c2[nH]c(C)c(C(=O)OCC)c2C)c(=O)[nH]c1=O	4.4	1.8	-2.3	2.4	-3.9	11.2	0.5	-8.4	0.2
C=C1c2ccccc2NC(=O)N1c1ccc(OC)cc1	-1.9	14.4	-0.9	-13.1	-4.4	2.6	1.0	1.4	1.3
COC(=O)C[C@H]1c2cc(F)ccc2S(=O)(=O)N1C(C)C	-0.7	10.3	4.4	-14.2	0.4	8.9	0.9	3.6	4.1
O=S(=O)(Nc1ccccc1C(F)(F)F)c1ccc(-c2ccccn2)s1	11.2	-1.7	-4.0	-2.1	-2.8	1.1	1.6	9.7	1.1
CC(C)CN(CC(C)C)S(=O)(=O)N1CCC(C(=O)NCc2ccc3c(c2)OCO3)CC1	5.3	7.0	-1.6	-10.5	-4.5	-1.9	0.7	5.1	1.7
CCc1ccc(Nc2cc(C)nc3ncnn23)cc1	-7.0	17.6	5.1	-10.2	-2.3	2.0	-1.1	-12.8	-1.5
COc1cccc(C(=O)Nc2cc(C)ccc2NC(=O)COc2ccccc2)c1	-2.9	-1.8	1.3	-9.5	5.1	-0.8	1.0	-6.4	3.4
Cc1ccc(C)c(SCC(=O)NC2CCS(=O)(=O)C2)c1 (configuration not stated)	3.0	-9.4	3.8	6.6	1.1	4.7	8.8	4.6	0.8
Cc1ccc(N(CC(=O)NCc2ccccc2)S(=O)(=O)c2c(C)noc2C)cc1	1.4	-10.5	6.9	0.0	-1.9	-0.4	-0.2	-10.4	1.1
O=C(NC(=S)Nc1ccc(S(=O)(=O)Nc2nccs2)cc1)c1ccccc1F	-2.0	17.6	6.1	-14.3	-11.1	-3.3	4.2	-9.8	8.7
Cc1ccc(Cl)c(OC(=O)Cn2cnc3c2c(=O)n(C)c(=O)n3C)c1	-0.2	5.5	0.9	-5.7	3.6	-0.5	1.0	-3.1	0.2
COc1ccc(CNC(=O)C[C@@H]2C[C@H]3c4cc(NC(=O)C5CCC5)ccc4O[C@H]3[C@@H](CO)O2)cc1	1.1	11.2	-1.7	-12.3	1.1	1.4	0.7	-2.2	0.1

# (listing goes on)
SMILES	M5 antag	CHO-K1 Ca PAM	M5 PAM	CHO-K1 Ca antag	CHRM5 agonist	M4 PAM	CHO-K1 Ca ag	M4 antag	CHRM4 agonist
C=CC(=O)NC(NC(=O)C=C)c1ccccc1F	-0.7	13.5	2.2	-11.3	7.3	-4.5	0.7	-0.4	0.1
CC1(C(=O)Nc2cccc3c2CCCC3)CCN1C(=O)CCC1CCCC1 (configuration not stated)	2.8	9.5	-3.9	-14.7	-1.9	-2.8	-0.1	-7.6	-0.2
COC(=O)c1c(-c2ccc(C(C)(C)C)cc2)csc1NC(=O)C1C2CCC(O2)C1C(=O)O (configuration not stated)	6.8	1.8	-5.2	6.3	1.9	-2.4	1.6	-0.8	2.7
O=C(CCl)c1ccc(Cc2ncc(C(F)(F)F)cc2Cl)s1	-0.3	8.2	-2.7	-5.4	-0.4	-5.8	0.9	-1.1	0.1
O=C(c1ccc(F)cc1)C1CCN(C(=S)Nc2ccc(F)cc2)CC1	-2.5	0.0	0.2	-5.1	-1.0	-4.1	2.6	-1.5	4.6
CN(C(=O)CCN1C(=O)/C(=C/c2ccccc2F)SC1=S)C1CCS(=O)(=O)C1 (configuration not stated)	2.8	-0.9	-2.3	-5.3	8.5	-1.1	8.4	-5.0	7.4
COc1ccc(C(C)=O)cc1CSc1nncn1-c1ccccc1	4.2	18.2	-2.4	-13.3	-4.8	14.2	0.6	-1.1	0.9
Cc1cccc(-c2nsc(SCC(=O)Nc3cc(C)on3)n2)c1	-0.7	5.8	-4.1	-1.9	-2.9	4.1	0.1	-1.9	0.2
O=[N+]([O-])c1cccc(S(=O)(=O)NCC2CC3CCC2C3)c1 (configuration not stated)	6.0	-0.7	-10.3	-6.1	-4.8	-6.4	3.7	5.3	1.3
N#CCCn1c(SCC(=O)NCCc2ccc(F)cc2)nc2ccccc21	-5.9	24.7	2.5	-10.0	-2.8	14.6	1.6	-8.1	3.1
COc1ccc(-n2nc(C(=O)NCC(=O)N3CCN(c4ccccc4F)CC3)c3ccccc3c2=O)cc1OC	-7.3	-8.6	4.1	-0.4	0.6	-2.0	3.1	-23.7	7.9
O=S(=O)(NCC1CCC(NS(=O)(=O)c2c(F)cccc2F)CC1)c1ccc2c(c1)OCCO2 (configuration not stated)	6.2	15.0	-1.6	-11.0	4.2	10.9	1.3	7.9	4.7
CSCCCN1CC[C@@H](N2CCN(c3ccccc3F)CC2)[C@H](O)C1	-5.8	4.1	2.2	-1.8	-1.7	-1.4	0.6	-2.5	0.7
Cc1cc(C)[n+](-c2ccc(Oc3ccccc3)c(S(=O)(=O)[O-])c2)[nH]1	11.0	8.5	-3.3	-10.4	0.3	-8.1	0.0	-4.8	0.3
Fc1ccc(-c2[nH]ncc2CN(CC2CCC2)CC2CCCO2)c(F)c1 (configuration not stated)	6.1	9.9	4.0	-17.4	-7.7	9.6	0.9	-18.5	0.8
C/C(=N\NC(=O)c1ccc(Cn2cc([N+](=O)[O-])cn2)o1)c1cccc(NC(=O)c2cccnc2)c1	2.2	14.6	-2.4	-6.7	2.4	-8.6	2.0	10.1	1.9
CCc1nc2cccnc2n1-c1ccc(CC(=O)NCCOC)cc1	11.1	-23.3	-3.1	9.5	-2.4	-6.2	0.5	0.7	0.5
O=C(CSc1ccc(F)cc1)N1CCN(S(=O)(=O)c2ccccc2)CC1	13.1	20.6	-3.1	-17.3	-1.2	-1.5	2.4	11.0	3.7
O=C(CSc1nnc(COc2ccc(Cl)cc2)o1)Nc1nccs1	2.5	21.8	-3.5	-6.5	2.3	0.4	3.2	-7.5	5.3
O=C(Nc1ccc(S(=O)(=O)NCc2cccnc2)cc1)c1ccccc1Cl	13.6	6.5	-10.7	8.9	1.5	-6.1	6.4	8.8	6.2

# (further entries)
SMILES	M5 antag	CHO-K1 Ca PAM	M5 PAM	CHO-K1 Ca antag	CHRM5 agonist	M4 PAM	CHO-K1 Ca ag	M4 antag	CHRM4 agonist
O=C(O)CC(c1cccc(Cl)c1)n1cccc1 (configuration not stated)	-21.1	14.8	16.0	-13.0	1.3	6.1	0.5	-10.4	1.3
COc1ccc(S(=O)(=O)N2CCOC2CNC(=O)C(=O)NCCN(C)C)cc1 (configuration not stated)	2.1	-6.0	5.0	-2.8	-3.5	6.7	-0.2	-3.5	0.3
NC(=O)c1sc2nc(N3CCOCC3)c3c(c2c1N)CCCC3	-2.0	19.7	-0.3	-4.5	-0.9	23.9	0.3	-17.2	0.1
Cc1ccc(NC(=O)c2ccccc2CCc2ccccc2)c(C)c1	-7.2	3.1	-4.8	-14.9	0.6	5.6	0.9	-0.1	1.7
Cn1ncc2c1ncn1nc(COc3ccc4ccccc4c3)nc21	-3.8	20.4	3.6	-3.9	-0.9	6.3	-0.4	1.2	0.2
Cn1c(-c2ccc(N)cc2)nc2ccccc21	2.2	-1.4	-7.1	4.3	-0.4	7.7	0.1	3.2	1.1
CSc1ccc(/C=N\NC(=O)CNc2ccc(C)cc2)cc1	3.1	12.0	-5.2	-16.1	-0.4	-1.9	-0.4	5.0	0.3
CSc1ccccc1C(=O)NCCSc1ccccc1	0.0	11.9	-0.5	-16.4	0.2	2.9	0.9	7.3	1.2
O=C(c1cn(-c2ccccc2)nc1-c1ccccc1)N1CCN(c2ccccn2)CC1	-1.6	26.2	0.9	-16.3	2.0	-2.8	3.2	-1.8	9.4
CCCN1CCC(=O)N(CCOc2ccccc2)CC1	6.0	-18.5	2.6	24.2*	-2.0	0.2	2.6	3.3	0.8
Cc1nc(N2CCOCC2)nc(OCCN2CCOCC2)c1[N+](=O)[O-]	1.0	22.0	0.6	-2.9	-1.4	-3.2	0.3	4.3	-0.2
C[C@H]1CCC(=O)N(CCSc2ccc(Br)cc2)CC1	0.6	-20.4	1.2	3.5	-2.7	1.3	-0.4	-3.5	2.2
CCOc1cc(-c2nnc(NC(=O)C3=COCCO3)o2)cc(OCC)c1OCC	3.8	-5.4	2.7	1.7	1.6	5.2	0.2	-7.7	0.8
CC(C)(C)NCC(=O)N/N=C/c1ccc(OCc2ccccc2)cc1	6.3	7.5	3.3	-12.6	-6.8	-2.8	3.0	-3.0	7.2
Cc1ccc(OC(=O)CCC(=O)Oc2ccc(C)cc2C)c(C)c1	7.9	2.4	-3.5	-1.7	2.6	0.1	0.2	-5.1	-0.6
CCCC(=O)NCc1ccc2c(c1)cc(C)n2C	3.3	16.3	-2.3	-7.3	-1.2	0.3	2.0	6.3	1.0
CN(Cc1ncc[nH]1)C(=O)CC1C(=O)NCCN1Cc1c(F)cccc1Cl (configuration not stated)	5.1	10.6	-8.6	-6.0	-3.5	1.0	0.1	-0.9	0.3
Cc1cc(C)c2c(-n3cccc3)c(C(=O)NNS(=O)(=O)c3ccc(Cl)cc3)sc2n1	0.2	12.5	-2.6	-6.6	-1.1	1.0	0.8	-0.2	0.8
Cc1oc(-c2ccccc2Cl)nc1CS(=O)CC(=O)NC1CC1 (configuration not stated)	-1.4	-8.0	0.5	-6.1	-1.0	7.6	-0.2	-6.1	1.1

# Ordered by molecular weight (ascending): some entries from above.
SMILES	M5 antag	CHO-K1 Ca PAM	M5 PAM	CHO-K1 Ca antag	CHRM5 agonist	M4 PAM	CHO-K1 Ca ag	M4 antag	CHRM4 agonist
CCCC(=O)NCc1ccc2c(c1)cc(C)n2C	3.3	16.3	-2.3	-7.3	-1.2	0.3	2.0	6.3	1.0
Cn1ncc2c1ncn1nc(COc3ccc4ccccc4c3)nc21	-3.8	20.4	3.6	-3.9	-0.9	6.3	-0.4	1.2	0.2
Cc1nc(N2CCOCC2)nc(OCCN2CCOCC2)c1[N+](=O)[O-]	1.0	22.0	0.6	-2.9	-1.4	-3.2	0.3	4.3	-0.2
